Screening data as filed in PubChem BioAssay.
Rpn11 block = Rpn11 (human) deubiquitinase inhibition; O00487; human 26S proteasome, Ub4-pepOG fluorescence polarization; 20S core pre-blocked with epoxomicin; calls only at 20 µM; actives 0.59% (n = 360,000);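 active = inhibition at 20 µM, scaled to each plate's controls, above about 33%, limit read from the data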
STEP inh = inhibitors of human striatal-enriched phosphatase STEP | P54829 | recombinant STEP, OMFP fluorogenic substrate, fluorescence | inhibition, % at 20 µM | actives 0.25% (n = 360,000) | AID 588621;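 active = inhibition at 20 µM, scaled per plate between control wells, above about 37%, limit read from the data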;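 also: 0% = DMSO with enzyme and substrate and 100% = substrate only without enzyme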
Target sequence (P54829 whole entry, looked up): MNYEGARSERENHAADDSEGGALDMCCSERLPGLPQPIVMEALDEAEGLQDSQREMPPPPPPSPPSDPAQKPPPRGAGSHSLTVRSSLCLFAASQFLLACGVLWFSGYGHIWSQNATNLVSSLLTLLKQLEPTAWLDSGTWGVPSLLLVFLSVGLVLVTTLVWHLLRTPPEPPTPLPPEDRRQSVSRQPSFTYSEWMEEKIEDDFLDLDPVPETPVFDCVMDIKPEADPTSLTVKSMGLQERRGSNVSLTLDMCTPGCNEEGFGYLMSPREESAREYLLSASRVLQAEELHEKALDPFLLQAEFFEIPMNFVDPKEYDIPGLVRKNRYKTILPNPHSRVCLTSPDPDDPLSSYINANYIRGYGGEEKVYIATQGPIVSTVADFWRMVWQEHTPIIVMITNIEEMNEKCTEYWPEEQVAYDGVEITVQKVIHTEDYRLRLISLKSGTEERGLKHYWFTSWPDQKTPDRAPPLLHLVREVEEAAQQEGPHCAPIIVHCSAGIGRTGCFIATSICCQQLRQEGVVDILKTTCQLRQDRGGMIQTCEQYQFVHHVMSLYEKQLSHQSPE
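System: STEP phosphatase, cell-free reaction; Buffer or medium: Bis-Tris pH 6.0 buffer with DTT, detergent; Incubation: 20 min at room temperature, dark; Measured by: fluorescence, 480/540 nm.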
LMPTP inh = LMPTP (human) inhibition; P24666; recombinant LMPTP-A, OMFP fluorogenic substrate, fluorescence intensity; inhibition, % at 20 µM; actives 0.22% (n = 360,000); AID 651560;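 active = compounds that cut the enzyme signal by at least half of the control window in the single-dose screen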;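 also: plate controls were DMSO wells with enzyme plus substrate for no effect and substrate without enzyme for full effect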
Target sequence (P24666 whole entry, looked up): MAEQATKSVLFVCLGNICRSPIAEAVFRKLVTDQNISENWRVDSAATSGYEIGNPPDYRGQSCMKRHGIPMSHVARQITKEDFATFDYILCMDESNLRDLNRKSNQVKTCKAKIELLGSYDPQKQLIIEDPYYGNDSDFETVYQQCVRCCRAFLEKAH
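Buffer or medium: Bis-Tris pH 6.0, DTT, detergent; Assay system: LMPTP-A enzyme; Quantity: 0.625 nM enzyme; Detection: endpoint fluorescence intensity; Times: 50 min dark incubation at room temperature; Controls: substrate-only low control, DMSO enzyme-plus-substrate high control; Doses: single 20 µM dose; Read-out: percent inhibition versus substrate-only and uninhibited controls; Reagent: 400 µM OMFP.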
Scp-1 inhibitor = blocks human Scp-1 phosphatase activity; AID 493091; Recombinant Scp1, phosphopeptide, malachite green phosphate absorbance; inhibition, % at 20 µM; Q9GZU7; actives 0.88% (n = 340,000);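 active = inhibition above about 50% at 20 µM, limit read from the data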;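 also: plate controls were DMSO wells with enzyme for no effect and wells lacking enzyme for full effect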
Target sequence (Q9GZU7 76-261 limits assumed): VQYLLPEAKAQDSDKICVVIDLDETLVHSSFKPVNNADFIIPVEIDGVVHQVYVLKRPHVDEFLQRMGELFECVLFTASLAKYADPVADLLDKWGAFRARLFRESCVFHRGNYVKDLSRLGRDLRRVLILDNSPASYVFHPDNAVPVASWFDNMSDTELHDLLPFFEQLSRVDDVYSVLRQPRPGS
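Test system – truncated SCP-1 phosphatase (76-261aa) · Reagent – Phosphorylated 17-residue peptide substrate · Incubation – 45 min room-temperature reaction, 5 min colour, 30 min stabiliser · Detection – colorimetric phosphate reagent with accelerator and stabiliser, absorbance at 630 nm · Measure – % inhibition at 20 µM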
Neddylation inh = blocks human cullin neddylation; P61081+Q13564; TR-FRET cullin neddylation, biochemical; calls only at 25 µM; actives 0.58% (n = 360,000); AID 651699; in the data active = inhibition above about 36%
SUMO1 PPI mod = modulators of human SUMO1-mediated protein-protein interactions. P63165. SUMO1 binding to a labelled peptide, TR-FRET, 1 h. inhibition, % at 20 µM. actives 0.33% (n = 360,000). AID 602429; in the data active = inhibition above about 37%
Target sequence (P63165 whole entry, looked up): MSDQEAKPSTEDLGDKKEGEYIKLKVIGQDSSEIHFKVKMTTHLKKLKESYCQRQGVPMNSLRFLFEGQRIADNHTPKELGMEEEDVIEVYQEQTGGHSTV
Rin1-Abl PPI inh = inhibitors of human Rin1-Abl protein interaction; inhibition, % at 7.35 µM; TR-FRET Rin1/Abl binding, biochemical; P00519+Q13671; actives 0.4% (n = 360,000); in the data active = inhibition above about 5%, passing the limit was not always enough
NadD inh = NadD (S. aureus) enzyme inhibition; actives 0.78% (n = 360,000); purified NadD enzyme, colorimetric absorbance read-out; inhibition, % at 20 µM; in the data active = inhibition above about 26%; also: some compounds past the cut are filed as inactive
DNMT1 inh = blocks human DNA methyltransferase DNMT1 | P26358 | DNMT1 molecular beacon, Hinp1I cleavage, fluorescence | inhibition (reported as % activation of signal), % at 10 µM | actives 0.83% (n = 360,000) | AID 588458; in the data active = inhibition above about 50%
CSN inh = inhibitors of human CSN-mediated cullin deneddylation. Q92905. Purified CSN, SCF-Nedd8-OG deneddylation, fluorescence polarization. inhibition, % at 12.5 µM. actives 0.38% (n = 360,000);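 active = pattern-corrected inhibition above about 35%, with an unprinted fluorescence ratio check between 0.5 and 1.5, limit read from the data, passing the limit was not always enough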;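 also: 0% = enzyme with substrate and 100% = substrate without enzyme; some results filed as inactive read as strong as hits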
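Schedule: reaction 90 min, room temperature / Assay system: HEK293T-derived human Csn5 enzyme / Input: Csn5 at 0.24 nM final / Measure: inhibition of Csn5 cleavage, % / Control set: substrate-only high control, full reaction low control / Technique: fluorescence polarization of the substrate / Buffer or medium: Tris/NaCl/DTT buffer, pH 7.5 / Reagent: SCFSkp2-Nedd8OG substrate at 10 nM final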
The depositor's hits bear a star; i = inactive; nt = no result given; + = active, no number.

1: C#CCOCCOCCOCCNc1nc(N2CCN(C(=O)C(Cc3cc4ccccc4[nH]3)n3cc(C(N)C(C)CC)nn3)CC2)nc(N2CCN(C(=O)C(Cc3cc4ccccc4[nH]3)n3cc(C(N)C(C)CC)nn3)CC2)n1 (configuration not stated)
2: O=C(C1CCCN(Cc2cccnc2)C1)N1CCCCC1 (configuration not stated)
3: COc1cc(OC)c(C#N)c(S(=O)Cc2ccccc2)c1 (configuration not stated)
4: c1nc2sc3c(c2c2nnnn12)CCC3
5: CCCc1nc(SCC(=O)Nc2nnc(CC)s2)c2c(C)c(C)sc2n1
6: COC(=O)c1sc(NC(=O)C(C)c2ccccc2)nc1C (configuration not stated)

Screen / compound no.,1,2,3,4,5,6
Rpn11 block,i,i,i,i,i,i
STEP inh,-1,2,0,-4,-1,0
LMPTP inh,2.0,-2.4,-0.3,-1.3,0.4,-0.5
Scp-1 inhibitor,33,-5,-9,-11,0,-3
Neddylation inh,i,i,i,+,i,i
SUMO1 PPI mod,-49,0,10,-10,-10,3
Rin1-Abl PPI inh,nt,3,-7,-5,-1,-4
NadD inh,42*,-3,-1,0,-4,-2
DNMT1 inh,-31,-1,2,4,15,1
CSN inh,44*,-1,-5,2,2,-21

7: Fc1cc(F)c2nc(N3CCCCC3)sc2c1
8: CC1CCCC(C)N1/N=C/C=C/c1ccccc1[N+](=O)[O-] (configuration not stated)
9: C/C(=N\O)c1noc(C)c1C(=O)Nc1nccs1
10: COCCN(C(=O)CNC(=O)c1ccco1)C(C(=O)NC1CCCC1)c1ccccc1F (configuration not stated)
11: CN(C(=O)Cn1nc(C(=O)O)c2ccccc2c1=O)C1(C#N)CCCCC1
12: CCCCc1nc2ccc(S(=O)(=O)O)cc2[nH]1

Screen / compound no.,7,8,9,10,11,12
Rpn11 block,i,i,i,i,i,i
STEP inh,4,-2,-2,3,4,0
LMPTP inh,0.0,-0.9,-0.1,-0.9,-0.5,-1.4
Scp-1 inhibitor,0,-7,-2,3,7,-1
Neddylation inh,i,i,i,i,i,i
SUMO1 PPI mod,1,-16,4,3,-13,0
Rin1-Abl PPI inh,-1,-4,-1,0,2,0
NadD inh,1,-2,-1,-2,3,-6
DNMT1 inh,2,-1,4,0,3,-1
CSN inh,2,-5,-6,-2,-4,1

13: Cc1ccc(-c2nc(C#N)c(N3CCC(C)CC3)o2)cc1
14: Cn1c(/C(C#N)=C/Nc2ccccn2)nc2ccccc21
15: CNc1ccccc1C(=O)OCC(=O)N1CCc2ccccc2C1
16: COc1ccc(CNC(=O)c2cc(-c3ccccc3OC)on2)cc1
17: COC(=O)C1OCOC2C(C(=O)OC)OCOC12 (configuration not stated)
18: CCOc1cc(CNCCO)ccc1OCC(=O)NC(C)(C)C

Screen / compound no.,13,14,15,16,17,18
Rpn11 block,i,i,i,i,i,i
STEP inh,4,4,-2,-1,-2,-1
LMPTP inh,1.6,-3.0,-1.7,2.0,-0.7,5.2
Scp-1 inhibitor,-4,-11,nt,-11,-2,-3
Neddylation inh,nt,nt,nt,i,i,i
SUMO1 PPI mod,6,-11,1,-5,2,5
Rin1-Abl PPI inh,1,-6,0,-2,0,3
NadD inh,-6,5,-1,-8,-7,-5
DNMT1 inh,2,0,1,-3,1,4
CSN inh,0,0,6,-2,-1,-5

19: CCCCn1c(N)c(N(CC(C)C)C(=O)CSCc2cccc(C)c2)c(=O)[nH]c1=O
20: Cc1ccc(N2C(=O)[C@@H]3[C@H](C2=O)[C@H]2C=CC=NN2[C@@H]3C(=O)Nc2ccc(Cl)cc2)cc1
21: Cc1ccc(NS(=O)(=O)c2ccc(C)c(NC(=S)NCCN3CCOCC3)c2)c(C)c1
22: COc1ccc2cc(C(c3nnnn3C3CCCC3)N3CCOCC3)c3nnnn3c2c1 (configuration not stated)
23: CCCCCOc1ccccc1C(=O)NCCCCCC(=O)O
24: CCC(C)Nc1nc(N)c([N+](=O)[O-])c(NCc2ccccc2)n1 (configuration not stated)

Screen / compound no.,19,20,21,22,23,24
Rpn11 block,i,i,i,i,i,i
STEP inh,1,0,2,0,0,0
LMPTP inh,0.1,-0.6,-2.3,0.7,-0.5,2.2
Scp-1 inhibitor,1,0,4,-3,-4,-4
Neddylation inh,i,i,i,i,i,i
SUMO1 PPI mod,7,-1,-3,-2,4,-8
Rin1-Abl PPI inh,3,4,3,3,-5,0
NadD inh,-3,3,-12,9,-4,3
DNMT1 inh,1,-11,0,-2,2,-2
CSN inh,-3,-1,-1,-3,-3,-4

25: Cn1cc(C(=O)NS(=O)(=O)Nc2ccc(Br)cc2)c2ccccc21
26: CC(NCc1ccccc1)c1ccccc1O (configuration not stated)
27: COc1ccc(CC(=O)OC(C)CN2CCCCC2)cc1 (configuration not stated)
28: Cc1nc(CC(=O)Nc2nccs2)cs1
29: COC(=O)c1cnc(NC(=O)C2(C)CCCN(C(C)=O)C2)s1 (configuration not stated)
30: COc1cnc(-c2ccccc2)[nH]c1=O

Screen / compound no.,25,26,27,28,29,30
Rpn11 block,i,i,i,i,i,i
STEP inh,3,0,-3,-2,0,-2
LMPTP inh,-2.8,-1.4,-1.3,-1.3,-1.9,-1.0
Scp-1 inhibitor,-9,-14,-1,1,nt,-7
Neddylation inh,i,i,i,i,i,i
SUMO1 PPI mod,3,1,3,7,3,1
Rin1-Abl PPI inh,-2,-4,2,-1,2,1
NadD inh,1,-1,7,-2,-1,-5
DNMT1 inh,1,0,1,0,5,4
CSN inh,1,0,-1,3,6,-1

31: CC(NC(=O)/C(C#N)=C/c1ccc(OCC(=O)O)cc1)c1ccccc1 (configuration not stated)
32: C=CCNc1nc(N)c(C(=C(C#N)C#N)c2ccc(Br)cc2)s1
33: O=C(NCc1ccccn1)[C@@H]1CCCN1C(=O)[C@@H]1CCCN1C(=O)c1c(F)cccc1F
34: Cc1cc(F)ccc1NC(=O)CCc1ccc(S(=O)(=O)N2CCOCC2)cc1
35: C/C(=N/NC(=O)c1ccco1)c1ccc(NC(=O)c2ccc(Br)o2)cc1
36: N#Cc1c(-c2ccccc2F)cc(C2CC2)nc1SCC(=O)c1cccs1

Screen / compound no.,31,32,33,34,35,36
Rpn11 block,i,i,nt,i,i,i
STEP inh,3,-2,nt,1,-1,3
LMPTP inh,-1.5,2.1,-2.2,-0.6,0.1,1.8
Scp-1 inhibitor,98*,0,nt,-1,-7,-12
Neddylation inh,i,nt,i,i,i,i
SUMO1 PPI mod,-8,1,-2,-1,-9,0
Rin1-Abl PPI inh,-2,0,nt,4,-4,-4
NadD inh,12,8,-4,3,-3,-3
DNMT1 inh,2,-3,nt,-1,0,-5
CSN inh,2,-11,0,5,1,-10

Some of the entries above in another layout:
no.	SMILES	Rpn11 block	STEP inh	LMPTP inh	Scp-1 inhibitor	Neddylation inh	SUMO1 PPI mod	Rin1-Abl PPI inh	NadD inh	DNMT1 inh	CSN inh
32	C=CCNc1nc(N)c(C(=C(C#N)C#N)c2ccc(Br)cc2)s1	i	-2	2.1	0	nt	1	0	8	-3	-11
33	O=C(NCc1ccccn1)[C@@H]1CCCN1C(=O)[C@@H]1CCCN1C(=O)c1c(F)cccc1F	nt	nt	-2.2	nt	i	-2	nt	-4	nt	0
34	Cc1cc(F)ccc1NC(=O)CCc1ccc(S(=O)(=O)N2CCOCC2)cc1	i	1	-0.6	-1	i	-1	4	3	-1	5
35	C/C(=N/NC(=O)c1ccco1)c1ccc(NC(=O)c2ccc(Br)o2)cc1	i	-1	0.1	-7	i	-9	-4	-3	0	1
36	N#Cc1c(-c2ccccc2F)cc(C2CC2)nc1SCC(=O)c1cccs1	i	3	1.8	-12	i	0	-4	-3	-5	-10

Continuation.
37: Cc1cccc(NC(=S)N2CCn3cccc3C2c2cccnc2)c1 (configuration not stated)
38: On1cnnc1-c1ccccc1
39: CCCCCNc1nc(NCCCO)c(C#N)c2c1CN(C)CC2
40: CCOc1ccccc1Nc1nnc(C)c(=O)[nH]1
41: CN(C(=O)C1CCC(CNS(=O)(=O)c2cccc3cccnc23)CC1)C1CCCCC1 (configuration not stated)
42: CCCc1ncc(CN2CCCCC2C(=O)Nc2ccc(Oc3ccccc3)nc2)cn1 (configuration not stated)

Screen / compound no.,37,38,39,40,41,42
Rpn11 block,i,i,i,i,i,i
STEP inh,-1,-1,0,0,0,2
LMPTP inh,-1.1,0.2,1.2,-1.0,-0.1,-0.6
Scp-1 inhibitor,-10,-4,-7,2,1,-5
Neddylation inh,i,i,nt,i,i,i
SUMO1 PPI mod,-4,0,-1,1,-3,-2
Rin1-Abl PPI inh,5,3,-4,2,-1,7
NadD inh,-1,6,-4,-3,1,1
DNMT1 inh,-2,-1,-13,0,2,-1
CSN inh,-5,0,-8,5,2,-1

43: CCOc1ncccc1C(=O)Nc1ccc(Cl)cc1
44: O=c1c2[nH]c3ccc(Br)cc3c2ncn1CCCn1ccnc1
45: CCCNC(=O)C1(C)CCCN(Cc2ccccc2Cl)C1 (configuration not stated)
46: O=C(O)CSCC(=O)N1CCN(c2cc(C(F)(F)F)nc3ccccc23)CC1
47: CC(C)(C)C(=O)OCc1nc(-c2ccc(F)cc2)cs1
48: O=C(c1ccc(CS(=O)c2cccc(Cl)c2)o1)N1CCOCC1 (configuration not stated)

Screen / compound no.,43,44,45,46,47,48
Rpn11 block,i,i,i,i,i,i
STEP inh,-5,1,-2,3,2,0
LMPTP inh,-0.8,-6.7,-0.4,-2.8,2.6,0.1
Scp-1 inhibitor,-6,-23,nt,2,-14,-4
Neddylation inh,i,i,i,i,i,i
SUMO1 PPI mod,-1,-7,0,1,0,6
Rin1-Abl PPI inh,3,-6,-1,0,-1,-3
NadD inh,-4,3,1,-2,-2,-5
DNMT1 inh,2,-3,4,1,6,2
CSN inh,-1,-2,-2,-4,-1,0

49: COc1cc(C(=O)N2CCC(n3cnc4cc(F)ccc43)CC2)cc(OC)c1OC
50: Cc1cccc(C(=O)N2CCCC(c3nc(-c4ccc(F)cc4)no3)C2)c1 (configuration not stated)
51: Oc1cc2c(cc1C(c1ccc(Br)cc1)N1CCCC1)OCO2 (configuration not stated)
52: O=C(Nc1ccc(CN2CCS(=O)(=O)CC2)cc1)c1ccc(C(F)(F)F)cc1
53: CSc1nsc(NC(=O)Cc2ccccc2)n1

Screen / compound no.,49,50,51,52,53
Rpn11 block,i,i,i,i,i
STEP inh,1,2,7,-2,0
LMPTP inh,-0.7,-0.4,1.2,-13,-0.3
Scp-1 inhibitor,1,-12,-1,-11,-1
Neddylation inh,i,i,i,i,i
SUMO1 PPI mod,-2,-4,7,0,2
Rin1-Abl PPI inh,0,-1,0,-2,-1
NadD inh,-2,-7,14,-10,4
DNMT1 inh,1,-1,-17,0,2
CSN inh,-1,4,-2,1,-2
